# Screening results (PubChem BioAssay)
# Pf Dd2 growth = blocks growth of Plasmodium falciparum Dd2 parasites. activity change, % at 10 µM. hit rate 2.3% among 94,000. P. falciparum Dd2 growth, SYBR Green, 72 h; hits give low values; in the data active means activity change below about -80%; inconclusive means no clear call, values can overlap the other calls
# KDM4C inh = inhibitors of human demethylase GASC-1 KDM4C; Q9H3R0; GST-KDM4C 2-372, H3K9me3 peptide, LANCE TR-FRET; inhibition, % at 12.5 µM; hit rate 0.15% among 96,000; AID 720574;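 active means mean replicate inhibition above about 25%, with at least 55% of replicates also reaching it, limit read from the data, passing the limit was not always enough; inconclusive means only one of those two conditions met; inactive means neither condition met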
# Target sequence (Q9H3R0 2-372 limits assumed): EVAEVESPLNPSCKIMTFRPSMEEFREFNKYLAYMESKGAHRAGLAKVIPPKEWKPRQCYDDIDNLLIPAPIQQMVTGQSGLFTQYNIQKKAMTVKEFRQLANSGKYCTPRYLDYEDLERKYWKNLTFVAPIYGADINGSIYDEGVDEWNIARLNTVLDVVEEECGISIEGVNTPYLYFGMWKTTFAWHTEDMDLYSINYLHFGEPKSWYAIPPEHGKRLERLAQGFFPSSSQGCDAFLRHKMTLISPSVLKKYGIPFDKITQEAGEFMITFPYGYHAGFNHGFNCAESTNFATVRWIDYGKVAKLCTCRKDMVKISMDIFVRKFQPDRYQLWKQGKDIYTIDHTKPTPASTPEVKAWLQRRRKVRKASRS
#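 Test system – GST-tagged GASC-1 (JMJD2C) catalytic fragment, aa 2-372 · Medium – HEPES buffer, pH 7.5, plus ascorbate · Reagent – H3K9me3 peptide with Fe(II)/2OG · Compound – one test concentration per compound · Timing – 30 min reaction, 60 min detection, RT · Technique – TR-FRET with Eu antibody and ULight streptavidin, EDTA stop · Read-out basis – inhibition from TR-FRET ratio decrease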
# C diff HTS = blocks growth of Clostridium difficile; hit rate 0.25% among 86,000; Clostridium difficile clinical isolate growth, OD600, 24 h; hits give low values; growth activity, negative = inhibition, % at 16 µg/mL (by protocol);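 active means mean growth activity at or below -80% and every replicate also at or below -80%; inconclusive means mean at or below -80% but some replicate above -80%; inactive means mean growth activity above -80%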;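 further: 0% = DMSO wells and -100% = levofloxacin 16 µg/mL wells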
# Tcruzi prolif = inhibitors of T. cruzi proliferation. hit rate 5.9% among 77,000. inhibition, % at 8.34 µM. T. cruzi beta-gal in NIH3T3, GalScreen luminescence, 90 h. AID 624255;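 active means mean inhibition above about 93%, with at least 55% of replicates each passing it, limit read from the data, passing the limit was not always enough; inconclusive means only one of those two conditions holds; inactive means neither condition holds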
# The depositor's hits bear a star; u = inconclusive; x = not tested or not shown.
SMILES,Pf Dd2 growth,KDM4C inh,C diff HTS,Tcruzi prolif
O=C(C[C@@H]1CC[C@@H]2[C@H](COC[C@H](O)CN2C(=O)C2CC2)O1)NCc1ccncc1,6,0.7,-2,2
COc1ccc(-c2ccc3c(c2)O[C@@H](CN(C)CC2CC2)[C@@H](C)CN([C@H](C)CO)S3(=O)=O)cc1,-38,0.4,4,37
COc1ccc(NC(=O)N(C)C[C@@H]2OCCCC[C@@H](C)Oc3ccc(NC(=O)Nc4ccc5c(c4)OCO5)cc3C(=O)N([C@H](C)CO)C[C@H]2C)cc1,-26,-1.8,1,76
COc1ccc(C#Cc2ccc([C@@H]3[C@@H](CO)N4CCCCN(C)C[C@@H]34)cc2)cc1,-7,3.5,-6,73
COc1ccc(CN(C)C[C@H]2OCCCC[C@@H](C)Oc3ccc(NC(=O)NC4CCCCC4)cc3C(=O)N([C@H](C)CO)C[C@@H]2C)cc1,21,-0.8,-9,9
COc1ccc(CN(C)C[C@@H]2OCCCC[C@@H](C)Oc3ccc(NS(C)(=O)=O)cc3C(=O)N([C@H](C)CO)C[C@@H]2C)cc1,14,0.0,0,-3
COc1ccc2c3c(n(C)c2c1)[C@@H](CO)N(C(=O)Nc1ccc(F)cc1)CC31CN(C(=O)Cc2ccncc2)C1,-37,-0.5,0,x
C[C@@H]1CCCCO[C@H](CN(C)C)[C@@H](C)CN([C@H](C)CO)C(=O)c2cc(NC(=O)CCC(F)(F)F)ccc2O1,18,14,-2,-5
COc1ccc(NC(=O)N[C@H]2CC[C@@H](CCNC(=O)Cc3ccncc3)O[C@H]2CO)cc1,18,-2.2,-9,x
COc1ccc2c3c([nH]c2c1)[C@H](CO)N(Cc1ccccc1)CC31CCN(C(=O)Cc2ccccc2)CC1,-52,-0.5,-3,x
CC(C)CC#Cc1ccc2c(c1)O[C@@H](CN(C)C(=O)C1CCOCC1)[C@H](C)CN([C@@H](C)CO)S2(=O)=O,-25,-9.9,-6,98
C[C@H]1CN([C@@H](C)CO)C(=O)Cc2cc(NC(=O)CCC(F)(F)F)ccc2O[C@H]1CN(C)C,4,1.1,1,x
COc1ccccc1S(=O)(=O)N[C@H]1CC[C@H](CCn2cc(C3CCCC3)nn2)O[C@@H]1CO,-33,-0.5,-2,x
Cc1ccc(S(=O)(=O)N(C)C[C@@H]2OCCCC[C@H](C)Oc3ccc(NC(=O)Nc4ccc(F)cc4)cc3C(=O)N([C@@H](C)CO)C[C@@H]2C)cc1,-83*,-0.4,x,x
O=C(c1ccc2c(c1)OCO2)N1CCCCN2[C@H](C1)[C@H](c1ccc(-c3ccccc3)cc1)[C@@H]2CO,-14,0.0,28,57
COCC(=O)Nc1ccc2c(c1)OC[C@H](C)N(CC1CC1)C[C@H](C)[C@H](OC)CN(C)C2=O,7,0.4,x,55
O=C(CCN1CCCCC1)N[C@H]1CC[C@@H](CCNS(=O)(=O)c2ccc(F)cc2)O[C@@H]1CO,12,-0.6,-1,-60
CC(C)NC(=O)Nc1ccc2c(c1)C(=O)N([C@@H](C)CO)C[C@@H](C)[C@H](CN(C)Cc1ccc(C(=O)Nc3ccccc3N)cc1)O2,-13,-0.2,0,x
CC(C)C#Cc1cnc2c(c1)C(=O)N([C@H](C)CO)C[C@H](C)[C@@H](CN(C)C(=O)Nc1ccccc1F)O2,9,-2.0,-9,81
CO[C@H]1CN(C)C(=O)c2cc(NC(=O)Nc3cccc(F)c3)ccc2OC[C@H](C)N(C(=O)Nc2c(C)noc2C)C[C@H]1C,-25,0.1,x,59
C[C@H]1CN([C@@H](C)CO)C(=O)Cc2cc(NC(=O)c3ccncc3)ccc2O[C@H]1CN(C)C,-2,-0.1,-2,x
O=C(C[C@H]1CC[C@@H]2[C@H](COC[C@H](O)CN2Cc2ccccc2)O1)NCc1ccccc1Cl,-3,1.1,x,-17
COc1cccc(S(=O)(=O)N[C@@H]2CC[C@H](CC(=O)NCc3ccccc3)O[C@@H]2CO)c1,-5,2.6,2,9
C[C@@H](C(=O)N(C)C[C@H]1OCc2ccccc2-c2ccccc2C(=O)N([C@@H](C)CO)C[C@@H]1C)c1ccccc1,u,0.1,4,-27
CCCC#Cc1ccc2c(c1)O[C@@H](CN(C)C(=O)c1cccnc1)[C@@H](C)CN([C@H](C)CO)S2(=O)=O,6,4.4,2,59

# Copied from the list.
# Reading of COc1ccc(CN(C)C[C@H]2OCCCC[C@@H](C)Oc3ccc(NC(=O)NC4CCCCC4)cc3C(=O)N([C@H](C)CO)C[C@@H]2C)cc1 in C diff HTS: -9
# Reading of C[C@@H]1CCCCO[C@H](CN(C)C)[C@@H](C)CN([C@H](C)CO)C(=O)c2cc(NC(=O)CCC(F)(F)F)ccc2O1 in Tcruzi prolif: -5

# One compound at a time, as listed above. Values in the order: Pf Dd2 growth	KDM4C inh	C diff HTS	Tcruzi prolif
# Shown for CC(C)NC(=O)Nc1ccc2c(c1)C(=O)N([C@@H](C)CO)C[C@@H](C)[C@H](CN(C)Cc1ccc(C(=O)Nc3ccccc3N)cc1)O2 = -13	-0.2	0	x
# Shown for COc1ccc(NC(=O)N(C)C[C@@H]2OCCCC[C@@H](C)Oc3ccc(NC(=O)Nc4ccc5c(c4)OCO5)cc3C(=O)N([C@H](C)CO)C[C@H]2C)cc1 = -26	-1.8	1	76
# Shown for C[C@H]1CN([C@@H](C)CO)C(=O)Cc2cc(NC(=O)c3ccncc3)ccc2O[C@H]1CN(C)C = -2	-0.1	-2	x
# Shown for COc1cccc(S(=O)(=O)N[C@@H]2CC[C@H](CC(=O)NCc3ccccc3)O[C@@H]2CO)c1 = -5	2.6	2	9

# Returning to the listing, starting two compounds before the break.
SMILES,Pf Dd2 growth,KDM4C inh,C diff HTS,Tcruzi prolif
C[C@@H](C(=O)N(C)C[C@H]1OCc2ccccc2-c2ccccc2C(=O)N([C@@H](C)CO)C[C@@H]1C)c1ccccc1,u,0.1,4,-27
CCCC#Cc1ccc2c(c1)O[C@@H](CN(C)C(=O)c1cccnc1)[C@@H](C)CN([C@H](C)CO)S2(=O)=O,6,4.4,2,59
O=C(NCC[C@H]1CC[C@@H](NC(=O)C2CCC2)[C@H](CO)O1)c1ccc(F)cc1,-18,-3.9,4,x
C[C@@H]1CCCCO[C@@H](CN(C)C(=O)C2CCCCC2)[C@@H](C)CN([C@@H](C)CO)C(=O)c2cc(NC(=O)c3ccccc3)ccc2O1,-74,0.3,2,42
CC(C)CC#Cc1ccc2c(c1)O[C@@H](CN(C)C(=O)c1ccncc1)[C@@H](C)CN([C@H](C)CO)S2(=O)=O,-12,10,0,104*
COc1ccc(S(=O)(=O)N(C)C[C@@H]2OCCCC[C@H](C)Oc3ccc(NS(=O)(=O)c4ccc(F)cc4)cc3C(=O)N([C@H](C)CO)C[C@H]2C)cc1,-60,-0.4,18,81
CC(C)NC(=O)Nc1ccc2c(c1)C(=O)N([C@H](C)CO)C[C@H](C)[C@H](CN(C)Cc1ccc(Cl)c(Cl)c1)O2,3,-1.0,2,68
C[C@H]1CN([C@@H](C)CO)C(=O)c2cc(NC(=O)Cc3cn(C)c4ccccc34)ccc2O[C@@H]1CN(C)Cc1ccc2c(c1)OCO2,-37,1.3,-1,x
CO[C@H]1CC[C@H]2CCOc3c(C#N)cccc3C(=O)N(C)C[C@H](C)C(=O)N(C)C[C@H]1O2,1,-0.1,x,-7
Cc1noc(C)c1NC(=O)Nc1ccc2c(c1)C(=O)N([C@H](C)CO)C[C@H](C)[C@@H](CN(C)C(=O)NC1CCCCC1)O2,25,-1.4,2,26
Cc1noc(C)c1NC(=O)N(C)C[C@@H]1OCCCC[C@@H](C)Oc2ccc(NC(=O)CCC(F)(F)F)cc2C(=O)N([C@H](C)CO)C[C@H]1C,26,-1.5,5,-14
CO[C@@H]1CN(C)C(=O)c2ccc(NC(=O)Nc3ccc(F)cc3)cc2OC[C@H](C)NC[C@@H]1C,x,-0.8,-2,-64
O=C(c1cccc(F)c1)N1CCCCN2[C@H](CO)[C@@H](c3ccc(-c4ccccc4)cc3)[C@H]2C1,8,-0.2,8,70
C[C@@H](NC(=O)C[C@H]1C=C[C@@H](NC(=O)c2cccnc2)[C@@H](CO)O1)c1ccccc1,16,-3.0,1,-13
CC(C)NC(=O)N[C@H]1C=C[C@H](CC(=O)O)O[C@H]1CO,15,1.2,0,-47
Cc1noc(C)c1NC(=O)N(C)C[C@@H]1Oc2ccc(NC(=O)Cn3cnnn3)cc2C(=O)N([C@H](C)CO)C[C@H]1C,-15,11,x,9
O=C(Nc1ccc(-c2ccccc2)cc1)[C@H]1[C@H](CO)[C@H]2Cn3c(cccc3=O)[C@H]2N1CC1CCCC1,-40,-0.1,0,x
COc1ccc2c3c(n(C)c2c1)[C@@H](CO)N(C(C)=O)CC31CN(Cc2cccnc2)C1,-19,0.1,-7,x
O=C(C[C@@H]1CC[C@@H]2[C@H](COC[C@@H](O)CN2CC2CCCC2)O1)NCc1ccc(Cl)cc1,-28,6.9,0,x
COc1ccc2c3c(n(C)c2c1)[C@@H](CO)N(Cc1ccccc1Cl)CC31CN(C(C)=O)C1,-58,-1.5,8,x
COc1ccccc1-c1ccc2c(c1)O[C@@H](CN(C)C(=O)c1ccncc1)[C@H](C)CN([C@H](C)CO)S2(=O)=O,-18,-0.3,-1,19
C[C@@H]1CN([C@@H](C)CO)C(=O)c2cccc(NC(=O)Nc3ccc(F)cc3)c2O[C@@H]1CN(C)Cc1ccncc1,1,0.9,-1,-28
C[C@@H]1CN([C@H](C)CO)S(=O)(=O)c2ccc(C#Cc3ccccc3)cc2O[C@H]1CN(C)S(C)(=O)=O,-69,0.1,-9,61
O=C(C[C@H]1C[C@H]2c3cc(NC(=O)Cc4ccncc4)ccc3O[C@H]2[C@H](CO)O1)NCC1CC1,13,-2.9,1,-4
Cc1ccccc1S(=O)(=O)N1[C@H](C#N)[C@H](c2ccccc2)[C@H]1CO,12,-0.5,-3,-44
COc1ccc(NC(=O)N(C)C[C@H]2Oc3ccc(NS(=O)(=O)c4cn(C)cn4)cc3CC(=O)N([C@@H](C)CO)C[C@@H]2C)cc1,21,-0.2,-2,9
COc1cccc(-c2ccc3c(c2)O[C@H](CN(C)C(=O)C2CC2)[C@H](C)CN([C@@H](C)CO)S3(=O)=O)c1,10,-1.7,x,102*

# Next part
SMILES,Pf Dd2 growth,KDM4C inh,C diff HTS,Tcruzi prolif
C[C@@H]1CN([C@H](C)CO)C(=O)c2cccc(NC(=O)Nc3ccc(F)cc3)c2O[C@@H]1CN(C)CC1CC1,-11,-3.1,5,-71
Cc1cccc(-c2ccc([C@H]3[C@@H](CO)N4CCCCN(C(=O)NC(C)C)C[C@H]34)cc2)c1,-7,-1.6,-8,109*
CN1c2ccc(C3=CCCCC3)cc2[C@@H]2[C@@H](CCN2S(=O)(=O)c2ccccc2)[C@H]1CO,-12,1.1,7,85
C[C@@H]1CCCCO[C@@H](CN(C)C(=O)c2ccncc2)[C@@H](C)CN([C@@H](C)CO)C(=O)c2cc(NC(=O)CCC(F)(F)F)ccc2O1,6,1.6,0,20
CC(=O)N(C)C[C@H]1[C@H](c2ccc(-c3ccc(F)cc3)cc2)[C@@H](CO)N1C(C)=O,12,0.8,-13,18
CN(C)CC(=O)N1[C@H](C#N)[C@@H](c2ccc(C#CC3CC3)cc2)[C@@H]1CO,4,0.4,3,84
C[C@H]1CN([C@@H](C)CO)C(=O)c2cc(NS(=O)(=O)c3cccs3)ccc2O[C@H]1CN(C)Cc1ccc(C(=O)O)cc1,12,1.5,-4,-30
Cc1noc(C)c1NC(=O)Nc1ccc2c(c1)C(=O)N([C@H](C)CO)C[C@@H](C)[C@@H](CN(C)S(=O)(=O)c1cccs1)O2,22,-0.4,x,-57
C[C@@H]1CN([C@@H](C)CO)C(=O)c2cc(/C=C/c3ccccc3)cnc2O[C@H]1CN(C)C(=O)c1ccc2c(c1)OCO2,-32,-2.5,-5,x
COCC(=O)Nc1ccc2c(c1)C(=O)N(C)[C@H]1CC[C@@H](CC(=O)NCc3ccc(OC)cc3)O[C@@H]1CO2,-8,-0.6,4,-24
CO[C@@H]1CN(C)C(=O)c2ccc(NS(=O)(=O)c3ccccc3)cc2OC[C@H](C)NC[C@@H]1C,16,-3.0,x,42
C[C@@H]1CN([C@@H](C)CO)C(=O)c2cc(NC(=O)Nc3ccccc3)ccc2O[C@@H](C)CCCCO[C@H]1CN(C)Cc1ccc(C(=O)O)cc1,32,0.3,0,39
CC(=O)N1C[C@H]2[C@@H](c3ccccc31)[C@@H](CO)N2C(=O)c1ccc(F)cc1,34,0.3,-6,2
O=C(Nc1ccccc1)N1CCCCN2[C@H](CO)[C@H](c3ccc(-c4ccccc4)cc3)[C@H]2C1,-35,-0.5,20,103*
C[C@H]1CN([C@@H](C)CO)C(=O)c2cccc(NS(=O)(=O)c3ccc(F)cc3)c2O[C@@H]1CN(C)Cc1ccc(Cl)c(Cl)c1,-10,-3.8,3,80
C[C@@H]1CN([C@H](C)CO)C(=O)c2cc(NC(=O)Nc3ccc(F)cc3)ccc2O[C@@H](C)CCCCO[C@H]1CN(C)C,2,11,-1,40
C[C@@H]1CN([C@@H](C)CO)C(=O)c2cc(NS(=O)(=O)c3cccs3)ccc2O[C@@H](C)CCCCO[C@H]1CN(C)C(=O)Cc1ccccc1,-28,-1.4,11,23
